OX1R antagonist: human HCRTR1 antagonism; CHO/OX1R cells, Fluo-8 calcium fluorescence, orexin A; inhibition, % at 5 µM; O43613; 330,000 compounds, 0.43% hits;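 active means inhibition above its plate's threshold, mean inhibition of all tested compounds on the plate plus 3 SD, cut at about 37% in these data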;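 further: 0% = orexin A challenge wells and 100% = SB-334867-A antagonist wells; not every result past the cut was called active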
Target sequence (O43613 whole entry, looked up): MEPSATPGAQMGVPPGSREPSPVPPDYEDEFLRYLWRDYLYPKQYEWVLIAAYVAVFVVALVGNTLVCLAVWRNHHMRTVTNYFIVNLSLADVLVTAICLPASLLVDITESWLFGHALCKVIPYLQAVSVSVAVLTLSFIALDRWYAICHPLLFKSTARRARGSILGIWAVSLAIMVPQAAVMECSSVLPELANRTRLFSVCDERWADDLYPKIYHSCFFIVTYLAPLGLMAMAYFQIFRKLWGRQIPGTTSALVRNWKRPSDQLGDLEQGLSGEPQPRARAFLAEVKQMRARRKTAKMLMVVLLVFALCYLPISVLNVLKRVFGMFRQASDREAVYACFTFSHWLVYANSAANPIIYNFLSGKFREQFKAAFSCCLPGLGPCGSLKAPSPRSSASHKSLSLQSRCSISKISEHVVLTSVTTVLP
CHT allo act: allosterically activates the human high affinity choline transporter | Q9GZV3 | CHT-expressing cells, membrane potential dye, choline EC20; hits give high values; LV-AA mutant CHT in HEK293 cells | B-score at 10 µM | 310,000 compounds, 0.49% hits | AID 488977;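 active means initial fluorescence not abnormally high and integrated response B-score, plate-corrected, over 3 SD above library mean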
Target sequence (Q9GZV3 whole entry, looked up): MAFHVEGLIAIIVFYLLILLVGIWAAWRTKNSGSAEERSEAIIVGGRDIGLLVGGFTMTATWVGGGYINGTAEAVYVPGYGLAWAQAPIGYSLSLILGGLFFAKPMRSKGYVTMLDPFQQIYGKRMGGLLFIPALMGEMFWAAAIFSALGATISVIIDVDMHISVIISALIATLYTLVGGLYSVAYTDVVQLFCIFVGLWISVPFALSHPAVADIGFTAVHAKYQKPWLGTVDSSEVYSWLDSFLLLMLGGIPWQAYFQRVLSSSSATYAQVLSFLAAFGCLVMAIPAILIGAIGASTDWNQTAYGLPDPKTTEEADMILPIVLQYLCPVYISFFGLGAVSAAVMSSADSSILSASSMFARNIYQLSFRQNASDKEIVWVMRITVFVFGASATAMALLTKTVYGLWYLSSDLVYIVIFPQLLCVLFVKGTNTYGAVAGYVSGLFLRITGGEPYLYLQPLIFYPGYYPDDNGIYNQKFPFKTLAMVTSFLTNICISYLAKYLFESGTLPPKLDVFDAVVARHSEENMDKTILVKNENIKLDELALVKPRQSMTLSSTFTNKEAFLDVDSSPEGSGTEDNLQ
Starred values were filed as active, the others as inactive; i = inactive; · = not tested or not shown. This is a random part of the collection (roughly 0.83% active in at least one column).

No.	mol	OX1R antagonist	CHT allo act
1	CCOc1cc(S(=O)(=O)n2ccnc2)ccc1Cl	-8.4	i
2	COc1ccc(S(=O)(=O)N2CCN(CCc3ccccc3)CC2)cc1	-33.4	i
3	CN(C)S(=O)(=O)n1cc(/C=C(\NC(=O)c2ccccc2)C(=O)NCCN2CCOCC2)c2ccccc21	-8.3	i
4	Cc1cccc(C(=O)NC2CC(C)(C)NC(C)(C)C2)c1	-16.9	i
5	COc1ccccc1CNC(=O)c1cc(=O)c2ccccc2o1	-25.9	i
6	Cc1ccnc(NS(=O)(=O)c2ccc(NC(=O)c3snnc3C)cc2)n1	12.3	i
7	COc1ccc(-c2c(-c3ccc(O)cc3O)n[nH]c2C(F)(F)F)cc1	-2.7	i
8	COc1ccc(NC(=O)c2cn(CCC#N)nc2-c2cccs2)cc1	-19.1	i
9	COc1cc(OC)cc(OCC(O)Cn2cnc(-c3ccccc3)c2)c1 (stereo not given)	-17.3	i
10	CCOc1ccc(-c2nc(CSc3nnc(N)s3)cs2)cc1OC	-26.5	i
11	O=C(CSc1nnc(COc2ccc(Cl)cc2)o1)N1CCCC1	-12.2	i
12	COc1cc(/C=C/C(=O)OCC(=O)Nc2c(C)n(C)n(-c3ccccc3)c2=O)ccc1O	-8.9	i
13	COc1cccc(-c2c(C(=O)N/N=C/c3ccc(C)o3)nnn2-c2nonc2N)c1	-19.7	i
14	Cc1cc(C)c2cc(C#N)c(NCCNC(=S)NCCCN3CCOCC3)nc2c1	-36.1	i
15	CCN1CCN(CCCNC(=O)C(=O)c2c(C)[nH]c3ccccc23)CC1	-4.3	i
16	COc1ccc(CN2CCOCC2)cc1Br	-3.6	i
17	O=C(CCSCCC(=O)NCCN1CCOCC1)NCCN1CCOCC1	-1.2	i
18	CCOC(=O)Cn1nc(-c2ccc(Cl)cc2)ccc1=O	-9.5	i
19	CCN(CC)C(=O)c1cccc(NC(=O)c2ccc3c(=O)n4c(nc3c2)CCC4)c1	-15.4	i
20	CCOc1ccccc1NC(=O)c1ccc2nc[nH]c2c1	5.2	i

(list continues)
No.	mol	OX1R antagonist	CHT allo act
21	COc1ccc(Cl)c(S(=O)(=O)N2CCCC2)c1	-9.0	i
22	COC(=O)c1ccc(N2CCN(C)CC2)c(NC(=O)COc2ccc(OC)cc2)c1	-35.4	9.22*
23	CNC(=O)CN1C(=O)CSc2nc(C)cc(C)c21	-12.4	i
24	COC(=O)c1ccc(CN2CCN(CC(C)C)C(CCO)C2)cc1 (stereo not given)	-13.7	i
25	O=C(Nc1ccccc1SCC1CSc2nc3ccccc3c(=O)n21)c1ccccc1 (stereo not given)	-15.5	i
26	Cc1nc(SCc2ccc(C(=O)O)cc2)nc2c1CCCC2	-15.5	i
27	COc1ccc(NC(=O)NCc2ccco2)cc1OC	-19.9	i
28	O=C(CCn1cncn1)N1CCCC(N2CCN(c3ccc(F)cc3)CC2)C1 (stereo not given)	-0.9	i
29	COC(=O)c1ccc(CO/N=C/c2ccc(OC)cc2OC)cc1	-16.0	i
30	CCOC(=O)C1=C(C)NC(=S)NC1c1ccsc1 (stereo not given)	-22.2	i
31	Cc1c(CCC(=O)N[C@@H](CC(C)C)C(=O)O)c(=O)oc2c(C)c3oc4c(c3cc12)CCCC4	-0.2	i
32	Cn1c(SCC(=O)Nc2ccc3c(c2)OCCO3)nnc1-c1ccco1	-11.8	i
33	CC(=O)N/N=c1\sc2ccccc2n1C	-10.0	i
34	OCCC1CN(Cc2cccn2-c2cccnc2)CCN1CCc1ccccc1 (stereo not given)	-30.2	i
35	COC(=O)c1ccc(Cl)cc1N(Cc1c(F)cccc1Cl)S(C)(=O)=O	-30.0	i
36	Cn1c(=O)n(CC(N)=O)c(=O)c2c1nc(Br)n2Cc1ccccc1	1.2	i
37	CC(C)c1ccc(OCC(=O)N2CCCCCC2)c(Br)c1	-20.1	i
38	Cc1ccc(S(=O)(=O)N2CCCCC2)cc1C(=O)NCc1ccc(S(N)(=O)=O)cc1	-6.4	·
39	C=CCn1c(O)c(N=NC(=S)Nc2cccc(C)c2)c2ccccc21	-29.9	i
40	CCOC(=O)C1CCN(C(=O)COc2ccc(C(=O)c3ccccc3)cc2)CC1	-45.7	·

(continued)
No.	mol	OX1R antagonist	CHT allo act
41	OCCC1CN(Cc2ccc3nonc3c2)CCN1Cc1ccsc1 (stereo not given)	-12.1	i
42	O=C(O)CCSc1nnc(-c2ccccc2)n1-c1ccccc1	-7.5	i
43	C/C(=N\NC(=O)C(O)c1ccccc1)c1ccc(C)s1 (stereo not given)	3.8	i
44	Cc1cc2oc(=O)cc(CN3CCCCC3C)c2cc1Cl (stereo not given)	-17.7	i
45	COc1cccc(C(=O)Nc2cc3c4c(c2)CC(=O)N4CCC3)c1	-15.7	i
46	CCN(CC)C(=O)[C@H]1C[C@H](CC(=O)NCc2ccco2)C(=O)N2CCc3c([nH]c4ccc(Cl)cc34)[C@]12C	-10.9	·
47	O=C(COC(=O)c1cccc(OC(F)F)c1)Nc1cccc(S(=O)(=O)N2CCCC2)c1	-19.0	·
48	O=C(NS(=O)(=O)N1CCCC1)C1=C(N2CCCC2)COC1=O	0.8	·
49	CCCCCC(=O)NC(=S)Nc1cccc(-c2nc3ncccc3o2)c1	-32.0	i
50	COC(=O)c1cccc(NC(=O)Cc2ccccc2[N+](=O)[O-])c1C	-13.3	i
51	CC(=O)NNC(=O)N1Cc2ccccc2Oc2ccc(Cl)cc21	-0.9	i
52	COc1ccc(N2CCN(CCCNC(=O)CN3C(=O)COc4ccccc43)CC2)cc1	-19.2	i
53	CCCn1c(SCC(=O)N(C2CCCCC2)C2CCS(=O)(=O)C2)n[nH]c1=O (stereo not given)	5.7	·
54	Cc1cc(NC(=O)CCC(=O)N(CC(=O)NC2CCCC2)Cc2cccs2)no1	-8.8	i
55	COc1ccc(N=Cc2nc(-c3ccccc3)oc2OC(C)=O)cc1	-15.1	i
56	CN(C)CCNC(=O)c1ccc(Cl)s1	-0.2	i
57	CC(=O)NC(Cc1cccc(F)c1)C(=O)NC1CCN(c2nnnn2-c2ccccc2)CC1 (stereo not given)	7.0	i
58	COC(=O)c1ccc(COC(=O)c2cccnc2Cl)cc1	-17.1	i
59	CC(=O)c1ccc(OCCOc2ccc([N+](=O)[O-])cc2)cc1	-9.0	i
60	CS(=O)(=O)CC(=O)Nc1ccc2nc3n(c(=O)c2c1)CCCCC3	-13.5	i

Later entries
No.	mol	OX1R antagonist	CHT allo act
61	CCCCc1nnc(NC(=O)CC(=O)Nc2ccccc2C(=O)O)s1	-18.6	i
62	Cc1ccc(CN2[C@@H](Cc3ccccc3)C(=O)CS2(=O)=O)cc1	-11.7	·
63	CN(C)c1ccc(C2OC(=O)C(C)(C)C(=O)C2(C)C)cc1 (stereo not given)	-11.8	i
64	CCOC(=O)C(=CN(CCc1ccccc1)CC(=O)OC)C(=O)OCC	-27.2	i
65	CCCS(=O)(=O)c1c(S(=O)(=O)CCC)c2c(N)cccn2c1C(=O)c1ccc(OC)cc1	-23.3	i
66	COc1ccccc1NC(=O)CC(=O)c1ccccc1	-4.0	i
67	O=C(CP(=O)(CO)CO)c1ccc(Cl)cc1	-2.1	i
68	O=C(CCC(=O)N1CCOc2ccccc21)NCc1cccnc1	2.7	i
69	COc1ccc(C(=O)CCC(=O)Nc2cc(Cl)c(O)c(Cl)c2)cc1	-10.9	i
70	COc1ccccc1CCNC(=O)Cn1ccc2cc(S(=O)(=O)N3CCC(C)CC3)ccc21	11.0	i
71	CC(Oc1ccc(Cl)cc1)C(=O)Nc1ccccc1N1CCOCC1 (stereo not given)	-16.2	·
72	CCCc1cnc(N2CCN(C(=O)c3ccccc3)CC2)nc1	2.4	i
73	O=C(CCCNC(=O)c1ccc(Cl)cc1)Nc1ccc(F)c(S(=O)(=O)N2CCOCC2)c1	-17.4	·
74	O=C(C[n+]1cccc(C(=O)N/N=C/c2ccc(Br)cc2)c1)c1ccccc1	-2.4	·
75	Cc1ccc(OCCn2cc(C#N)c3ccccc32)cc1	-16.0	i
76	N=C1/C(=C/c2cccn2Cc2ccc(Cl)cc2)C(=O)N=C2SC=CN12	-19.6	i
77	Nc1cc(=O)[nH]c(SCC(=O)Nc2ccc(S(=O)(=O)N3CCCC3)cc2)n1	23.5	·
78	O=C(NCc1ccc(F)cc1)C1CCCN(C(=O)Nc2ccccc2)C1 (stereo not given)	-9.1	i
79	CCOC(=O)c1cnn2c(N)c(C#N)nnc12	-17.9	i
80	COC(=O)c1ccc(/C=N\N2CCN(c3ccccc3)CC2)cc1	·	i

Part of the list above, field by field:
75. Cc1ccc(OCCn2cc(C#N)c3ccccc32)cc1
- OX1R antagonist: -16.0
- CHT allo act: i

76. N=C1/C(=C/c2cccn2Cc2ccc(Cl)cc2)C(=O)N=C2SC=CN12
- OX1R antagonist: -19.6
- CHT allo act: i

77. Nc1cc(=O)[nH]c(SCC(=O)Nc2ccc(S(=O)(=O)N3CCCC3)cc2)n1
- OX1R antagonist: 23.5
- CHT allo act: ·

Carrying on:
No.	mol	OX1R antagonist	CHT allo act
81	COc1ccccc1/C=N/NC(=O)c1nnn(-c2nonc2N)c1-c1cccs1	-14.6	i
82	CC(NCCc1ccc(O)cc1)C(O)c1ccc(O)cc1 (stereo not given)	4.4	i
83	Cc1oc(C)c(C(N)=O)c1C(N)=O	-8.6	i
84	Cn1c(=O)c2c(nc(N3CCOCC3)n2C/C=C/c2ccccc2)n(C)c1=O	-31.6	i
85	CC(C)C[C@H](NC(=O)c1[nH]cnc1C(=O)N[C@@H](C)C(=O)OCc1ccccc1)C(=O)OC(C)(C)C	-37.3	i
86	CCOC(=O)C1=C(CS(=O)(=O)c2ccccc2)NC(=O)NC1c1cc(OC)c(O)c(OC)c1 (stereo not given)	-5.9	i
87	COc1ccc(N(CC(=O)N/N=C/c2ccco2)S(=O)(=O)c2ccccc2)cc1Cl	-13.8	i
88	CCNCCNc1ccc(Cl)cc1[N+](=O)[O-]	-9.0	i
89	CCCCC(=O)Nc1nnnn1CCC	-10.7	i
90	Cc1cccc2cc(CN(Cc3ccco3)C(=O)c3cccs3)c(=O)[nH]c12	-31.4	i
91	CC(=O)c1c(C)[nH]c(C(=O)OCc2csc(CC(=O)Nc3ccccc3C)n2)c1C	19.2	·
92	O=C1CSC(c2cccc([N+](=O)[O-])c2)N1c1ccccc1F (stereo not given)	-19.4	i
93	COCCn1c(C)cc(C(=O)CN2CCCCC2)c1C	-13.3	i
94	O=C(NCCN1CCCC1)C(c1ccccc1)c1ccccc1	-26.5	i
95	CN(C)S(=O)(=O)c1ccc(S(=O)(=O)N2CCCC2)cc1	-7.4	i
96	Cc1c(Cl)cccc1NC(=O)CSc1nncn1-c1cccnc1	-3.9	i
97	O=C(c1ccccc1)c1ccc2c(c1)OCCOCCOCCO2	-5.6	i
98	O=C(Nc1cccc(C(=O)Nc2ccccc2C(=O)O)c1)c1cccc(Cl)c1	-4.7	i
99	Cc1nn(C)c(Cl)c1CN1CCN(CCC(C)C)C(CCO)C1 (stereo not given)	-1.4	i
100	COc1ccc(/C=C(\C#N)C(=O)Nc2cc(S(=O)(=O)N3CCCCC3)ccc2N2CCCCC2)cc1	-15.4	i

The list goes on, overlapping the part above by two compounds.
No.	mol	OX1R antagonist	CHT allo act
99	Cc1nn(C)c(Cl)c1CN1CCN(CCC(C)C)C(CCO)C1 (stereo not given)	-1.4	i
100	COc1ccc(/C=C(\C#N)C(=O)Nc2cc(S(=O)(=O)N3CCCCC3)ccc2N2CCCCC2)cc1	-15.4	i
101	Cc1cc(-c2c(C(=O)N3CCOCC3)c(C)nn2-c2cccc(C(F)(F)F)c2)no1	-16.4	i
102	CCOC(=O)c1c(C)c(C(=O)NCc2ccc3c(c2)OCO3)c(C)n1C	-22.8	i
103	COc1ccc(C(CC(=O)Nc2cc([N+](=O)[O-])ccc2OC)c2ccccc2)cc1 (stereo not given)	-7.5	i
104	O=C(Nc1ccccc1Oc1ccccc1)c1cnccn1	-26.3	i
105	COc1ccc(C2=NN(c3ccc(C=O)cc3)C(c3ccccc3)C2)cc1 (stereo not given)	-36.9	i
106	Cc1ccc(S(=O)(=O)c2c(N)n(/N=C/c3ccco3)c3nc4ccccc4nc23)cc1C	-9.4	i
107	COc1ccccc1CNC(=O)[C@@H]1CCCN1S(=O)(=O)c1ccc(C)cc1	-15.3	i
108	CCCc1nnc(NC(=O)c2ccncc2)s1	-20.3	i
109	O=C(NCCc1ccccc1)C(c1ccccc1F)N(C(=O)c1csnn1)C1CC1 (stereo not given)	-23.5	i
110	c1ccc2c(C3=NNC(=NC4CCCCC4)SC3)c[nH]c2c1	-19.8	i
111	CC(=O)c1c(C)oc2ccc(NS(=O)(=O)c3cccs3)cc12	-3.1	i
112	Cc1nc2ccccc2n1CC(=O)c1ccc(O)c(O)c1	-9.9	·
113	CCN(CC)CCN(C(=O)CCS(=O)(=O)c1ccccc1)c1nc2cc3c(cc2s1)OCO3	-15.3	i
114	O=C(NCc1ccccc1)C1=C[C@@H](c2coc3ccccc3c2=O)C[C@@H](OCCCCO)O1	-26.9	i
115	CCOCC(=O)Nc1cc(C(=O)NCCC(C)C)ccc1Cl	-50.4	i
116	CN1CC(=O)N(CC(=O)N2N=C(c3ccc(Cl)cc3)CC2c2ccco2)C1=O (stereo not given)	-13.1	i
117	COc1cccc(/C=c2/s/c(=C(\C#N)C(=O)N3CCOCC3)n(-c3ccccc3)c2=O)c1	-18.6	i
118	Cc1cccc(NC(=O)CNC(=O)CNC(=O)Cc2ccccc2)c1	-4.2	i
119	CCOC(=O)N1CCC(NC(=O)C2CCN(C(=O)N3CC(C)Oc4ccccc43)CC2)CC1 (stereo not given)	-0.3	i
120	COCCNC(=O)c1ccc(CS(=O)(=O)c2c(Cl)cccc2Cl)o1	-0.5	i
121	O=C(CCN1C(=O)C2C3C=CC(C3)C2C1=O)Nc1ccc2ncccc2c1 (stereo not given)	-10.8	i
122	COc1cc(-c2nc3ccccn3c2NCc2ccccc2)ccc1SC1CCCCC1	-10.2	i
123	CN(C)C(=O)c1ccc(-n2cccn2)nc1	-7.0	i

Assay outcomes: PubChem, several laboratories
